PAFAH1B2 FP inh = PAFAH1B2 enzyme inhibitors, primary screen, biochemical, fluorescence polarization, human | Platelet-activating factor acetylhydrolase IB subunit alpha2 (Homo sapiens), P68402 | recombinant PAFAH1B2, FP-rhodamine activity probe | inhibition, % at 3.39 µM | hit rate 1.2% among 340,000;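 active = inhibition above the mean of all tested compounds plus 3 SD, cut at about 24% in these data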;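 also: 0% = enzyme with DMSO and 100% = wells lacking PAFAH1B2; many of its hits are not listed in these tables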
Target sequence (P68402 whole entry, looked up): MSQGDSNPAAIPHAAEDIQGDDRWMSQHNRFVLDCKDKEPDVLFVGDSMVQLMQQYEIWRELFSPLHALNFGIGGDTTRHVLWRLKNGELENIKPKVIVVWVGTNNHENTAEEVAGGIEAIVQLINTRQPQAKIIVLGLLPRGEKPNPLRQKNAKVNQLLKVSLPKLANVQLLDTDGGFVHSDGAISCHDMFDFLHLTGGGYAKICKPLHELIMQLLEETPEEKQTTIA
PAFAH2 inh = PAFAH2 enzyme inhibitors, primary screen, biochemical, fluorescence polarization, human; Platelet-activating factor acetylhydrolase 2, cytoplasmic (Homo sapiens), Q99487; recombinant PAFAH2, FP-rhodamine activity probe; inhibition, % at 3.39 µM; hit rate 0.99% among 340,000; AID 492956, 2010;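 active = inhibition above the mean over all tested compounds plus 3 SD, cut at about 30% in these data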;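 also: inhibitors block probe labeling of enzyme so polarization drops; 0% = enzyme with DMSO and 100% = wells lacking PAFAH2 protein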
PAFAH1B3 inh = PAFAH1B3 enzyme inhibitors, primary screen, biochemical, fluorescence polarization, human; recombinant PAFAH1B3, FP-rhodamine probe; inhibition, % at 3.39 µM; hit rate 0.28% among 340,000;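 active = inhibition above the screen-wide average of all tested compounds plus 3 SD, cut at about 25% in these data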;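 also: 0% = enzyme with DMSO only and 100% = wells lacking PAFAH1B3 protein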
Target sequence (Q15102 whole entry, looked up): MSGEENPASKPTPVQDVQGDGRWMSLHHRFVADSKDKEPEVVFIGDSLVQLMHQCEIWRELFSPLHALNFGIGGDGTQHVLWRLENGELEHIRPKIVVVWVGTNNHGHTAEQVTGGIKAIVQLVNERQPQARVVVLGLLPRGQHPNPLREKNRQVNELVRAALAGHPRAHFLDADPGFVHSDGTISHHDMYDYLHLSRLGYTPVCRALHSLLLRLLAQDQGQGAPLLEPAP
The depositor's hits bear a star. A portion of the library, so the mix of outcomes need not match the whole.

PAFAH1B3 inh,PAFAH1B2 FP inh,PAFAH2 inh,smiles
7,0,7,COc1cc(C2C3=C(COC3=O)OC(C)(C)Oc3cc4c(cc32)OCO4)cc(OC)c1OC (configuration not stated)
0,9,1,Cn1cnc([N+](=O)[O-])c1S(=O)(=O)Oc1ccc(Cl)cc1
7,2,-10,C=CCN1CCC(=O)C(C(=O)OCC)=C1C(=O)OCC
5,-4,6,Cc1cc(=O)oc2c3c(cc(OCC(=O)N[C@@H](C)C(=O)O)c12)OC(C)(C)CC3
1,7,0,C=CCN1C=C(C(C)=O)C(=O)CC1
3,-1,-5,COc1cccc(N(CC(=O)NC2CCCCC2)C(=O)Cn2nnc(-c3ccc(C)o3)n2)c1
3,3,8,CC1(C)c2ccccc2C(=O)c2ccccc21
1,-1,0,CCOc1ccc(NC(=O)CN2CCN(CC(=O)Nc3ccc(C(N)=O)cc3)CC2)cc1
4,4,6,Cc1cc(C)c(NC(=O)c2ccc3nccnc3c2)c(C)c1
12,3,15,O=C(CCN1C(=O)/C(=C/c2ccco2)SC1=S)Nc1ccc(O)cc1C(=O)O
-35,-21,-32,C=C(NC(=O)C(=C)NC(=O)c1csc(C2=NC3c4csc(n4)C4NC(=O)c5csc(n5)C(C(C)(O)C(C)O)NC(=O)C5CSC(=N5)/C(=C/C)NC(=O)C(C(C)O)NC(=O)c5csc(n5)C3(CC2)NC(=O)C(C)NC(=O)C(=C)NC(=O)C(=C)NC(=O)C(C(C)C)NC2C=Cc3c(C(C)O)cc(nc3C2O)C(=O)OC4C)n1)C(N)=O (configuration not stated)
-3,8,-1,COc1cc(CN(C)C(=O)C(=O)c2c[nH]c3ccccc23)ccc1O
-3,0,-3,Cc1nc(NC(=O)C2CC2)sc1C(=O)Nc1cccc(Cl)c1
6,6,4,O=C(c1ccc(Cl)cc1Cl)N1CCOCC1
4,1,1,CC1=CC(=O)C(C(C)=Nc2ccccc2[N+](=O)[O-])C(=O)O1 (configuration not stated)
-1,-8,-1,COc1ccc(OCC(=O)NNC(=O)Cn2c(=O)cnc3ccccc32)cc1
3,7,-10,COCCCNC(=O)C(C)N1c2cccc3cccc(c23)S1(=O)=O (configuration not stated)
10,2,3,CCOc1ccc(C(=O)NCc2ccco2)cc1OC
8,3,1,O=C(Nc1c(Cl)cc2c(c1Cl)Cc1cc([N+](=O)[O-])ccc1-2)C(Cl)Cl
11,3,-4,CN(C(=O)c1cccc(NC(=O)Cc2ccc(NC(=O)C3CCCN(C(=O)C4CCCCC4)C3)cc2)c1)C1CCCCC1 (configuration not stated)

A different layout for some results above:
CN(C(=O)c1cccc(NC(=O)Cc2ccc(NC(=O)C3CCCN(C(=O)C4CCCCC4)C3)cc2)c1)C1CCCCC1 (configuration not stated)
  PAFAH1B3 inh = 11	PAFAH1B2 FP inh = 3	PAFAH2 inh = -4
COc1cccc(N(CC(=O)NC2CCCCC2)C(=O)Cn2nnc(-c3ccc(C)o3)n2)c1
  PAFAH1B3 inh = 3	PAFAH1B2 FP inh = -1	PAFAH2 inh = -5
CCOc1ccc(C(=O)NCc2ccco2)cc1OC
  PAFAH1B3 inh = 10	PAFAH1B2 FP inh = 2	PAFAH2 inh = 3

The list goes on:
PAFAH1B3 inh,PAFAH1B2 FP inh,PAFAH2 inh,smiles
1,2,0,O=C(CNC(=O)c1ccc(F)cc1)NCc1ccc(S(=O)(=O)N2CCOCC2)cc1
10,0,4,CCOCCCNC(=S)NCCCNc1nc2c(C)cc(C)cc2cc1C#N
-26,-16,-27,O=C(C(=O)N(Cc1ccccc1)Cc1ccccc1)c1c(-c2ccccc2)[nH]c2ccccc12
-14,-6,-16,CCCCN(C(=O)c1cc(-c2ccc(F)cc2)nc2ccccc12)c1c(N)n(CCCC)c(=O)[nH]c1=O
10,0,-2,CC1=CC2C(C(O)CC3(C)C2CC(C)C32OCOC23COCO3)C2(C)C/C(=C\O)C(=O)C=C12 (configuration not stated)
6,1,2,COc1ccc(NS(=O)(=O)c2ccc3c(c2)CCC(=O)N3)cc1O
1,3,-4,CC(=O)OC1CCC2(C)C(=CCC3C4CC(=O)N(O)C(=O)C4(C)CCC32)C1 (configuration not stated)
0,0,2,CNS(=O)(=O)c1cccc(C(=O)OCC(=O)c2c(N)n(Cc3ccccc3)c(=O)n(C)c2=O)c1
7,6,0,Cc1ccc(S(=O)(=O)N2CCOCC2)cc1NC(=O)CNc1ccccc1N1CCCC1=O
0,-2,35*,Cc1cccc(NC(=O)Cc2nc(-c3c[nH]c(C(=O)N4CCCC4)c3)cs2)c1
3,-1,2,O=CC(O)C1OC(=O)C(O)C1O (configuration not stated)
11,6,1,O=C(Cc1cccc(NC(=O)C2CCCN(C(=O)C3CCCCC3)C2)c1)Nc1cccc(C(=O)N2CCOCC2)c1 (configuration not stated)
0,6,-3,COc1ccc(C(=O)c2cccc(C(=O)c3ccc(OC)c(C)c3)c2)cc1C
12,6,14,O=C(O)CCN1C(=O)/C(=C/c2cn(-c3ccccc3)nc2-c2cccs2)SC1=S
5,7,-2,CCc1nc2oc3ccc(C)cc3c(=O)c2cc1C(=O)OC
0,-3,-1,Cc1c(-c2cccc(Cl)c2)nc2ccccc2c1C(=O)NC1CC1
2,9,-3,CC(C)c1ccc(-n2c(-c3ccccc3)c[n+]3c2CCc2ccccc2-3)cc1
15,5,0,NC(=S)N=Nc1ccc(O)cc1
15,8,1,Cc1cc(=O)[nH]c2[nH][nH]c(=O)c12
2,-3,10,O=C(CSc1nnc(-c2ccc(F)cc2)o1)NC1CCCC1

Shown as a hit in PAFAH2 inh, of those listed so far:
PAFAH1B3 inh,PAFAH1B2 FP inh,PAFAH2 inh,smiles
0,-2,35*,Cc1cccc(NC(=O)Cc2nc(-c3c[nH]c(C(=O)N4CCCC4)c3)cs2)c1

Carrying on.
PAFAH1B3 inh,PAFAH1B2 FP inh,PAFAH2 inh,smiles
-5,6,1,Nc1ccc(C(=O)N/N=C/c2cccc(Oc3ccccc3)c2)cc1
-1,-1,-1,CC(=O)Nc1cc2c(cc1[N+](=O)[O-])-c1ccccc1C2=NO
2,3,0,CNC(=O)c1sc(NCc2ccccc2OC)nc1C
12,-1,4,CC1(O)CC2CC1C(C(=O)O)C2C(=O)O (configuration not stated)
4,4,-1,CCn1c(C)nnc1SCC(=O)Nc1ccc(Cl)cc1
12,0,3,Cc1ccc(C)c(NC(=O)C2C3C=CC(O3)C2C(=O)O)c1 (configuration not stated)
-3,2,6,O=C(COC(=O)/C=C/c1cccc(C(F)(F)F)c1)NC(=O)NCc1ccccc1
5,-4,3,COC(=O)[C@@H](NCc1ccc(OC)c(B(O)O)c1)C(C)C
5,7,14,O=C1OCCC1=Cc1ccccc1
4,-4,3,Cc1ccc(-n2nnnc2SCC(=O)NC2CCS(=O)(=O)C2)c(C)c1 (configuration not stated)
4,9,-4,CCCC(NCC(=O)Nc1ccccc1C(=O)NC1CC1)c1ccccc1 (configuration not stated)
1,2,4,C(=N\Nc1nc2ccccc2[nH]1)/c1ccccn1
-11,-11,-10,COc1ccccc1NS(=O)(=O)c1cc(NC(=O)c2ccc(NC(C)=O)cc2)ccc1N1CCOCC1
11,5,3,CCn1ncc(Br)c1C(=O)NC1CCCCCCC1
-2,1,-13,C/C(Cl)=C/Cn1c(SCc2ccc(Cl)cc2)nc2c1c(=O)[nH]c(=O)n2C
5,0,-4,CC(C(=O)Nc1ccccc1F)N1CCN(S(=O)(=O)c2ccc(C(F)(F)F)cc2)CC1 (configuration not stated)
-7,1,61*,COc1cc2c(cc1OC)-c1cc(OCc3cccnc3)nc(=O)n1CC2
37*,12,18,O=C1C(=NO)CCc2ccccc21
6,0,-8,CC(=O)c1ccc(CCCc2ccc(C(C)=O)cc2)cc1
-19,-6,0,COCCN(C(=O)CSc1nc2ccccc2s1)c1c(N)n(Cc2ccccc2)c(=O)[nH]c1=O
3,0,-8,Cc1ccc(S(=O)(=O)N2CCC(C(=O)Nc3ccc(N4CCOCC4)cc3)CC2)cc1C
8,7,1,Clc1ccc(C=NNc2ccccn2)c(Cl)c1
15,7,-9,CC1(N=Cc2cc(Cl)ccc2O)COP(=O)(Nc2ccccc2)OC1 (configuration not stated)
8,1,-2,O=C(NNC(=O)c1ccncc1)Nc1cccc(C(F)(F)F)c1
5,5,4,c1ccc(C2NCCNC2c2ccccc2)cc1 (configuration not stated)
5,-1,4,COc1cc(/C=C/C(=O)OCN2C(=O)c3ccccc3C2=O)ccc1OC(F)F
7,4,5,CCOc1ccc(NC(=O)CN(C)C(=O)c2cccc3ccccc23)cc1OCC
2,3,-3,CCOc1ccc(-n2c(C)nc3c(cnn3-c3ccc(Cl)cc3)c2=O)cc1
5,2,1,CCOC(=O)C=C(OC(=O)c1ccc(OC)cc1)c1ccccc1
3,16,5,O=C(NCCOC(=O)Nc1cccc2ccccc12)OCc1ccccc1
6,2,3,CCOc1ccc(/C=N/NS(=O)(=O)c2ccc(C)cc2)cc1OC
16,4,-5,COC(=O)C1C(OC)=CC(=O)C2CCCCC21 (configuration not stated)
7,0,8,COc1ccc(C=CC(=O)c2ccc([N+](=O)[O-])cc2)cc1
2,4,-3,CC(Sc1nnc(N)s1)C(=O)c1c(N)n(C)c(=O)n(C)c1=O (configuration not stated)
-1,-2,4,O=C(C[n+]1cc[nH]c1)c1ccc(Cl)cc1
20,6,5,O=C1NC(=O)C(=Cc2ccccc2[N+](=O)[O-])S1
7,-1,8,CCN(CC(=O)Nc1ccccc1OC)C(=O)COc1ccc(C#N)cc1
6,4,-2,O=C(O)C1C2C=CC(O2)C1C(=O)Nc1ccccn1 (configuration not stated)
-2,4,-1,CC1(C(=O)N2CCOCC2)CCCCC1
5,2,20,Cc1ccc(-c2nnc(Nc3cccc(O)c3)c3ccccc23)cc1S(=O)(=O)NCCO

Limited to PAFAH1B3 inh, for some of the entries so far:
SMILES	PAFAH1B3 inh
CCOc1ccc(/C=N/NS(=O)(=O)c2ccc(C)cc2)cc1OC	6
COC(=O)C1C(OC)=CC(=O)C2CCCCC21 (configuration not stated)	16
COc1ccc(C=CC(=O)c2ccc([N+](=O)[O-])cc2)cc1	7
CC(Sc1nnc(N)s1)C(=O)c1c(N)n(C)c(=O)n(C)c1=O (configuration not stated)	2
O=C(C[n+]1cc[nH]c1)c1ccc(Cl)cc1	-1

(further entries)
PAFAH1B3 inh,PAFAH1B2 FP inh,PAFAH2 inh,smiles
8,-3,-1,O=C(O)Cn1c(=O)n(Cc2ccccc2)c2ccccc21
3,0,6,COc1ccc(S(=O)(=O)N2CCCCCC2)cc1C(=O)NCc1ccccc1Cl
9,-1,9,CNC(=O)c1ccc(NC(=O)CCNC(=O)Nc2ccccc2)cc1
-3,5,2,Cc1c(C(=O)N2CCC[C@H]2C(N)=O)oc2c(F)cccc12
5,3,-3,Cc1ccc(S(=O)(=O)N2CCC[C@H]2C(=O)NC2=NCCS2)cc1
6,3,6,CSc1ccccc1NC(=O)C(C)N(C)CC(=O)N1CCN(Cc2ccccc2)CC1 (configuration not stated)
5,3,-8,COc1ccc2[nH]c(=O)c(CN(CC3CCCO3)C(=O)Nc3ccc(F)cc3)cc2c1 (configuration not stated)
-4,2,11,COc1cccc(CN(C)C(=O)COc2cccc3c2OC(C)(C)C3)c1OC
5,6,-5,C#CC1(O)CCCC2C3CCC4CC(OC(C)=O)CCC4(C)C3C(=O)CC21C (configuration not stated)
3,0,-6,CCOC(=O)Nc1ccc2c(CN3C(=O)NC4(CCCC4)C3=O)cc(=O)oc2c1
4,7,-5,Cc1ccc(-n2c(C)cc(C=C3C(=O)N(C)C(=O)N(C)C3=O)c2C)cc1
3,-1,-1,COc1cc2cc(CN(Cc3nnnn3Cc3ccccc3)CC3CCCO3)c(=O)[nH]c2cc1OC (configuration not stated)

Among those listed so far, these have a furan ring, fused or not.
PAFAH1B3 inh,PAFAH1B2 FP inh,PAFAH2 inh,smiles
3,-1,-5,COc1cccc(N(CC(=O)NC2CCCCC2)C(=O)Cn2nnc(-c3ccc(C)o3)n2)c1
12,3,15,O=C(CCN1C(=O)/C(=C/c2ccco2)SC1=S)Nc1ccc(O)cc1C(=O)O
10,2,3,CCOc1ccc(C(=O)NCc2ccco2)cc1OC
-3,5,2,Cc1c(C(=O)N2CCC[C@H]2C(N)=O)oc2c(F)cccc12
